p-CIP stab down: lowers stability of the mouse p/CIP coactivator protein | Q05BA5 | F442A p/CIP-EGFP cells, EGFP fluorescence, 16 h | decrease of EGFP signal, % at 10 µM | 290,000 compounds, 0.01% hits;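 active = EGFP signal decrease of at least 30% at 10 µM or well 3 SD below plate mean, unless failing retest; inactive = the rest, including hits failing retest or dose response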; note: some compounds called inactive have numbers as strong as hits; many of its hits are not listed in these tables
IMP-1 inh: inhibitors of Pseudomonas aeruginosa IMP-1 metallo-beta-lactamase | 290,000 compounds, 0.45% hits | purified IMP-1, nitrocefin hydrolysis, epi-absorbance fluorescence | inhibition, % at 5.6 µM;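 active = inhibition above the mean plus 3 SD of all compounds in the same screening run, cut at about 4.5% in these data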;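 note: 0% = IMP-1 with DMSO and 100% = DMSO wells lacking enzyme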
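Test system: recombinant IMP-1 enzyme, purified / Medium: HEPES buffer pH 7.1 with ZnSO4 and Brij 35 / Doses: single dose, 5.6 µM / Times: 25 °C, 15 min preincubation, 25 min reaction / Detection: Epi-absorbance via hydrolysed-nitrocefin quenching of white-plate fluorescence, 480/530 nm, EDTA stop / Evaluation: percent inhibition from optical density relative to buffer-blank wells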
PfM18AAP inh: blocks P. falciparum M18 aspartyl aminopeptidase; AID 1822; inhibition, % at 7.35 µM; recombinant PfM18AAP, H-Glu-NHMec fluorogenic cleavage; 290,000 compounds, 1.2% hits;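 active = inhibition above the campaign mean inhibition over all tested compounds plus 3 SD, cut at about 28% in these data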;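 note: 0% = plate median of test compound wells and 100% = 2 mM ZnCl2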
NALP1 inh: NALP1 inhibition; S. cerevisiae NALP1/ASC/caspase-1 growth, X-gal OD620, 72 h; inhibition, % at 10 µM; 280,000 compounds, 0.61% hits; AID 2071; in the data active = inhibition mostly above about 24%, no sharp cut-off; inactive = mostly below about 32%; note: some compounds called inactive have numbers as strong as hits
IDE cell inh: cellular human IDE inhibition; P14735; HEK cells, FAbetaB cleavage, fluorescence polarization; inhibition, % at 5.59 µM; 320,000 compounds, 0.41% hits; AID 434962;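 active = percent inhibition above the average of all tested compounds plus 3 SD, set per screening campaign, cut at about 16% in these data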;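 note: IDE supplied by intact live HEK cells; FP after avidin binding of uncleaved biotin substrate so inhibition keeps polarization high; 0% = DMSO wells and 100% = 60 µM reference IDE inhibitor Ii1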
Target sequence (P14735 whole entry, looked up): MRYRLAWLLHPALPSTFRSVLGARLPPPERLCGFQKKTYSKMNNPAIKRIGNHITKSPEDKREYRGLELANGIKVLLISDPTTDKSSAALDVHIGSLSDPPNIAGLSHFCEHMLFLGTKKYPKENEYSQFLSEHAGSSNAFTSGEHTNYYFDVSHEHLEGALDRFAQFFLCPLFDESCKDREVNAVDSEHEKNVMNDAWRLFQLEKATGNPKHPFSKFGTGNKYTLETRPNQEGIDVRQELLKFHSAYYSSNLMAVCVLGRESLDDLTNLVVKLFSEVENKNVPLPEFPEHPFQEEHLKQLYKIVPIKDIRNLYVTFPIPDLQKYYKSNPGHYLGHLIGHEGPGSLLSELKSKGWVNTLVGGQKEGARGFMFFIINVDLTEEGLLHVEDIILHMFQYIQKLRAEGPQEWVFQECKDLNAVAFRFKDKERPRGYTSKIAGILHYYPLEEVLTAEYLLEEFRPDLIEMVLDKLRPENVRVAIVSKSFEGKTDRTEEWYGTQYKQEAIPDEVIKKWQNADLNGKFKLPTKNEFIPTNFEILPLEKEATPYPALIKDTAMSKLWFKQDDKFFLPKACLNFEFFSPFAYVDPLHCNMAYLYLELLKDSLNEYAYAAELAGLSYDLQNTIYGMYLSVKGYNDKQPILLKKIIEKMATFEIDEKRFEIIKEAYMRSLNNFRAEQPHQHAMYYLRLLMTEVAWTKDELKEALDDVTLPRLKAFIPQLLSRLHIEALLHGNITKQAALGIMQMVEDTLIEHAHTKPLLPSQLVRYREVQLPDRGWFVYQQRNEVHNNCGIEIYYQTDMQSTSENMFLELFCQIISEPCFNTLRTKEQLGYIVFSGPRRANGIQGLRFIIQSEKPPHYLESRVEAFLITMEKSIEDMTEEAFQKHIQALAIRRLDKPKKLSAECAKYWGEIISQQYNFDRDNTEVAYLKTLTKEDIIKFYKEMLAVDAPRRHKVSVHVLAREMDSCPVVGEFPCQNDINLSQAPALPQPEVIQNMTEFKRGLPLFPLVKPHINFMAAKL
GPR7 antagonist: human neuropeptides B/W receptor 1 antagonism. P48145. GPR7-expressing cells, fluorescence antagonist assay. inhibition, % at 4.4 µM. 290,000 compounds, 1.1% hits. AID 1861; in the data active = inhibition above about 16%, passing the limit was not always enough;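 note: cells stimulated with the agonist NPW; 0% = agonist with vehicle and 100% = vehicle without agonist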
VIM-2 inhibitor: blocks Pseudomonas aeruginosa VIM-2 metallo-beta-lactamase | 290,000 compounds, 0.89% hits | purified VIM-2, nitrocefin hydrolysis, epi-absorbance fluorescence | inhibition, % at 5.6 µM | AID 1527;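 active = inhibition above the mean of all tested compounds plus 3 SD, cutoff set per screening run, cut at about 7.5% in these data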;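 note: red hydrolysis product quenches plate fluorescence so inhibitors raise well fluorescence; 0% = enzyme with DMSO and 100% = DMSO without enzyme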
PHOSPHO1 inh: PHOSPHO1 (human) inhibition | inhibition, % at 13.3 µM | recombinant PHOSPHO1, absorbance phosphatase assay | 290,000 compounds, 1.1% hits | Q8TCT1 | AID 1565; in the data active = inhibition above about 60%
IDE act: IDE (human) activation, cell-based. P14735. HEK cells, FAbeta-B cleavage, fluorescence polarization; 0% vehicle, 100% cell-free pure enzyme wells. activation, % at 5.96 µM. 340,000 compounds, 0.073% hits;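 active = activation above the mean of all tested compounds plus 3 SD, set per screening campaign, cut at about 17% in these data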
An asterisk follows results filed as active; i = inactive; / = not tested or not shown. The order is random (roughly 5.3% active in at least one column).

GPR7 antagonist	IMP-1 inh	PfM18AAP inh	VIM-2 inhibitor	NALP1 inh	p-CIP stab down	PHOSPHO1 inh	IDE act	IDE cell inh	mol
-13	-2.5	4	-5.0	12	-1	20	9	6	CCOC(=O)c1ccc(NC(=O)Nc2ccn(C)n2)cc1
1	-4.9	-10	-2.5	12	-7	5	4	1	CC#CCN(CC#CC)S(=O)(=O)c1ccc(S(=O)(=O)N2CCOCC2)cc1
-14	-2.9	2	-3.0	24	-8	-11	1	-4	CCC(=O)N(CC)Cc1cc(=O)[nH]c2ccccc12
-11	-1.6	4	-2.3	25	7	0	2	3	Cc1cccc(N(C(=O)CCC(=O)Nc2cccnc2)C(C(=O)NC2CCCC2)c2ccncc2)c1 (stereo unspecified)
-10	-5.4	-11	-3.6	7	-5	45	3	-6	CCN1CCN(C(c2ccc(OC)cc2)c2nnnn2Cc2ccc3c(c2)OCO3)CC1 (stereo unspecified)
-3	-4.4	6	-1.5	17	16	-5	2	10	CN(c1ccccc1)S(=O)(=O)c1cccc(NC(=O)CSc2ncn[nH]2)c1
0	-2.5	-7	-1.7	-18	3	8	6	1	O=C(Nc1ccc(N2CCOCC2)c(S(=O)(=O)Nc2cc(Cl)ccc2Cl)c1)c1cccnc1
14	-2.5	-3	-2.1	16	3	-7	1	4	Cc1cc(SCC(=O)Nc2ccccc2)nc(C)n1
1	0.8	15	0.3	36	-12	-7	-2	-3	COc1ccc2c(c1)-c1nc(/N=C/c3ccc(O)cc3)sc1CC2
-1	-3.6	5	-3.2	-42	6	5	-1	6	Cc1nc2c3ccccc3n(CC(=O)c3ccc(F)cc3)c(=O)n2n1
-18	-2.4	-1	-1.3	-14	8	19	/	0	COCCCN1C(=O)c2ccc(C(=O)OCC(=O)N(C)c3ccccc3)cc2C1=O
-15	-3.6	1	-1.5	22	-18	36	7	2	Cc1ccc(C(C)C)c(OC/C(O)=C(\C#N)c2nc3ccccc3[nH]2)c1
-13	-4.4	-1	-2.6	/	0	41	9	0	CN(C)S(=O)(=O)N(CC(=O)N1CCN(Cc2ccccc2)CC1)c1ccccc1
-13	-3.5	3	-1.7	6	-27	6	-2	-5	Cc1ccc(S(=O)(=O)c2c(N)n(CCC(C)C)c3nc4ccccc4nc23)cc1
1	-3.4	2	0.1	-17	5	-14	3	-2	O=C(O)C1OC(C(=O)O)C2C1C(F)(F)C2(F)F (stereo unspecified)
-6	-2.3	4	-2.1	18	3	26	6	-3	Cc1ccccc1Cn1cnc2ccccc2c1=O
-12	-1.3	8	1.9	10	-1	19	4	/	COc1ccc(/C(O)=C2/C(=O)C(=O)N(CCCN3CCOCC3)C2c2ccc(C(C)C)cc2)cc1 (stereo unspecified)
-9	-1.7	0	-2.4	11	-8	-5	9	2	CCOc1ccc(NC(=O)CN2C(=O)CSC(C)C2=O)cc1 (stereo unspecified)
-2	-1.0	-1	-0.9	21	1	32	5	11	CCN(CCn1cccn1)C(=O)CCc1nnc(C2CCCCC2)o1
8	-0.5	-2	1.7	11	2	46	0	0	CC(Sc1nc2ccccc2[nH]1)C(=O)Nc1ccc2c(c1)OCCO2 (stereo unspecified)
-15	-2.1	0	0.6	4	-12	31	-3	6	Cc1cc(-c2ccccc2)nc(SCC(=O)c2cccc([N+](=O)[O-])c2)n1
2	1.6	7	-2.7	5	-1	19	2	-2	O=c1/c(=C/c2ccco2)sc2n1CN(c1ccccc1)CN=2
-12	-0.9	-8	-2.3	13	1	-29	3	-1	COc1ccc(/C=N/NC(=O)c2cccnc2)c2ccccc12
-11	-2.6	7	-1.7	8	3	11	7	2	CCOC(=O)C1CCN(c2c(NCc3ccc(N(C)C)cc3)c(=O)c2=O)CC1
-11	-2.5	-4	-5.0	1	-3	19	/	2	C/C(=N\NC(=O)c1ccc(NS(=O)(=O)c2cccs2)cc1)c1ccccn1
-6	-2.0	2	-3.3	5	-5	30	-3	4	CCN(C(=O)Cn1cc(C(C)=O)c2ccccc21)c1ccccc1
-9	-1.2	3	-2.2	-19	-10	5	-4	10	O=C(CCCCCN1C(=O)[C@@H]2Cc3ccccc3CN2C1=O)Nc1ccccc1F
-4	-2.2	4	-1.1	0	7	40	-1	/	COc1ccccc1N1CCN(C(=O)C2CCN(S(=O)(=O)N3CCOCC3)CC2)CC1
0	-0.3	-4	-2.4	30	-6	1	4	-4	O=C(Nc1cccc(S(=O)(=O)NC2=NCCCCC2)c1)c1cc(-c2ccccc2Cl)nc2ccccc12
-6	-3.3	-3	-5.1	5	3	15	5	-1	CC1(C)CC(=O)C(C=NCCN2CCN(CC(=O)Nc3ccc(F)cc3)CC2)=C(O)C1
-9	-2.4	-1	1.3	11	-9	23	3	-7	Cc1cc(=O)c(C(=O)O)nn1-c1ccccc1
6	-3.9	-14	-5.0	18	-13	-11	1	-6	Cc1c(Cl)cccc1Nc1nc(N)nc(CSc2nc3ccccc3s2)n1
-7	-2.1	10	-2.0	-6	19	17	1	12	Cc1ccc(NC(=O)c2[nH]cnc2C(=O)NN)cc1
-3	-3.2	6	-2.3	14	6	8	-4	2	Nc1nonc1-n1nnc(C(=O)N/N=C/c2cccnc2)c1CSC1=NCCS1
3	0.8	8	-0.1	10	-7	1	4	0	COc1ccccc1CO/N=C/c1cccn1-c1nccc(N(C)C)c1C#N
13	-4.4	-3	-4.9	-5	-35	36	1	6	COc1ccc(-n2c(=S)[nH]c3cc(C(=O)Nc4ccc(C)c(F)c4)ccc3c2=O)c(OC)c1
22*	-4.1	-3	-3.8	-1	-15	22	4	1	CCOC(=O)c1[nH]c(C)c(CN(C(C)=O)c2ccc(OCC)cc2)c1C
-9	-4.0	15	-2.0	26	1	0	4	4	O=C(Nc1ncn[nH]1)c1cc(S(=O)(=O)Nc2ccc(Cl)cc2)ccc1Cl
-6	-4.9	-5	-3.0	13	-6	-1	-2	2	Cc1ccc(S(=O)(=O)Nc2ccc(NC(=O)CN3CCCCC3)c(Cl)c2)cc1
-2	0.4	-8	-2.4	37	-14	-4	4	1	Cc1ccc(Cl)c(OCCN2CCCC(C)C2)c1 (stereo unspecified)
-12	-1.3	-1	-2.9	12	-7	30	1	-3	O=C(Cc1nnc(NC(=O)c2ccccc2)s1)N/N=C/c1ccc(O)cc1
-4	-1.7	2	-1.4	0	3	48	-4	9	NCc1ccc2[nH]c(=O)[nH]c2c1
-20	-3.4	10	-1.2	12	6	-10	-4	9	CCOC(=O)c1sc2nc(N3CCOCC3)c3c(c2c1N)CCC3
5	-4.2	-7	-4.2	3	-11	14	-2	8	O=C(CN(C(=O)CNS(=O)(=O)c1ccc(F)cc1)c1ccc(F)cc1)NCc1ccco1
-14	-1.7	4	-5.2	6	12	4	3	5	COc1ccc(/C=N/N2CCN(C)CC2)c(OC)c1OC
-21	-2.9	21	-2.9	-9	0	-17	1	2	C/C(=N/NC(=O)c1cnccn1)c1ccncc1
-8	-4.0	0	-1.7	17	1	-8	2	5	Cc1ccc2cc(CCNC(=O)c3ccc(C)c([N+](=O)[O-])c3)c(=O)[nH]c2c1
1	-4.0	3	-1.5	-12	-12	56	0	-5	Cc1ccc(N)cc1S(=O)(=O)N(C)C
-10	-1.7	1	-3.9	8	5	/	2	6	Cc1ccc(NC(=O)NCCN2CCCCC2)cc1C
-16	-5.1	-3	-5.2	-4	0	/	-4	4	CCOc1ccc(-c2nc(N)nc(C)c2-c2ccc(Cl)cc2)c(O)c1
-8	-4.0	-2	-2.0	12	8	29	0	-3	CCOc1ccc(NC(=O)c2ccc3[nH]c(=O)c(=O)[nH]c3c2)cc1
0	-3.7	-9	-3.2	-17	-3	16	6	-8	O=C1CN(C(=O)COC(=O)C2=COCCO2)c2ccccc2N1
3	-0.4	6	-4.7	12	8	1	/	-1	COC(=O)[C@@]1(Cc2ccc(F)cc2)[C@H]2c3cc(C(=O)N(C)C)n(CCc4ccccn4)c3C[C@H]2CN1C(=O)c1ccccc1
-16	-1.0	-6	-1.1	9	7	13	5	0	Cc1c(C(=O)NC2CCC(C)CC2)oc2ccccc12 (stereo unspecified)
-9	-1.9	-6	-1.9	/	-20	0	/	1	CC(c1ccccc1)n1c(-c2cccs2)nc2c(c(=O)c3ccccc3n2C)c1=O (stereo unspecified)
-16	1.2	0	5.3	6	-7	14	2	-2	O=C1c2c(Br)c(Br)c(Br)c(Br)c2C(=O)N1c1ccccn1
-7	-0.6	3	-0.8	36	-2	10	5	-1	CCOCCCNC(=O)CN1CCN(Cc2ccccc2C)C1=O
5	-2.2	14	2.0	26	-7	-7	2	0	O=C(CN1CCN(c2ccc(O)cc2)CC1)NC(=O)NCc1ccco1
-13	-6.0	-8	-2.6	-8	-5	-7	7	6	CCCn1c(=O)c(C(=O)NCc2ccccn2)c(O)c2ccccc21
-5	-1.5	-11	-0.2	i	-22	12	4	-2	NC(=O)C1(N2CCCCC2)CCN(Cc2nc(-c3cccs3)no2)CC1

Carrying on:
GPR7 antagonist	IMP-1 inh	PfM18AAP inh	VIM-2 inhibitor	NALP1 inh	p-CIP stab down	PHOSPHO1 inh	IDE act	IDE cell inh	mol
-4	-4.0	0	-2.9	17	-26	12	4	2	COC(=O)C1=C(O)/C(=C\c2sccc2C)N=C1C
-4	-4.0	12	-2.3	-15	-7	68*	0	-5	Cc1ccc(C(=O)CSc2nc3cc(S(=O)(=O)N4CCOCC4)ccc3o2)cc1
20	-2.4	3	-1.0	22	-2	32	8	-4	COC(=O)C1=CN(Cc2ccc(OC)cc2)C=C(C(=O)OC)C1c1cccs1
-10	-4.7	-2	-0.4	10	-21	-40	5	5	CC(=O)Nc1ccc(NC2=Nc3ccccc3N3C2=Nc2c(c(C)nn2-c2ccccc2)C3c2ccccc2)cc1 (stereo unspecified)
-4	-2.5	4	-3.5	-2	2	32	3	4	COc1ccc(C(=O)O/N=C(\N)c2ccccn2)cc1
-5	-2.2	-7	-5.2	0	-11	7	-6	-3	CCCCn1c(=O)cc(O)c2ccccc21
7	-3.1	-4	-3.7	33	6	11	-3	9	CC(C)(C)c1ccccc1OCC(=O)Nc1ncn[nH]1
4	0.3	-8	-3.1	-6	0	12	7	3	CCN(CC)C(=O)N1CCN(S(=O)(=O)c2ccc(C)cc2)CC1
-1	0.6	1	-0.4	16	0	-6	/	3	CC(=O)N1CCN(c2ccc(NC(=S)NC(=O)/C=C/c3ccccc3)cc2)CC1
-8	-2.4	-9	-0.4	11	-15	-3	-2	-1	Cc1ccc(CC(=O)Nc2cc([N+](=O)[O-])ccc2F)cc1
3	-3.1	-1	-1.9	6	-2	3	5	-7	Cc1cc(NS(=O)(=O)c2ccc(NC(=O)CN3C(=O)c4ccccc4C3=O)cc2)nc(C)n1
-12	-4.7	51*	-2.6	-23	-12	-111	-2	/	C[C@H](NC(=O)c1cc2c(cn1)[nH]c1ccccc12)C(=O)O
-5	-2.4	-2	-2.8	/	/	/	-1	/	CCOC(=O)c1ccc2[nH]c(C)c(CN3CCN(C)CC3)c(=O)c2c1
